Source: PubChem BioAssay
TCR CD3 inh: inhibitors of human TCR-CD3 interaction, primary screen, biochemical, fluorescence, TAMRA-labeled TCR probe; inhibition, % at 9.4 µM; AID 651800, 2012; hit rate 0.37% among 360,000; T-cell receptor (TCR); in the data active means inhibition above about 19%;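 further: recombinant mutant TCR 2C K166C tagged with TAMRA read by polarization; 0% = receptor in buffer alone and 100% = receptor with positive control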
ABHD4 inh: ABHD4 inhibitors, primary screen, biochemical, fluorescence polarization, mouse | (Lyso)-N-acylphosphatidylethanolamine lipase (Mus musculus), Q8VD66 | purified mABHD4, FP-Rh probe fluorescence polarization | inhibition, % at 8.92 µM | hit rate 0.54% among 370,000;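 active means inhibition exceeding the mean over every tested compound plus 3 SD, cut at about 30% in these data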;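 further: 0% = plate median of compound wells and 100% = S159A mutant with DMSO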
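Test system: mABHD4 protein; Read-out basis: % inhibition; Incubation: 45 min + 60 min at 25 °C; Repeats: single replicate; Technique: fluorescence polarization with parallel and perpendicular emission, 525/598 nm; Compound: 8.92 µM, single dose; Benchmarks: full inhibition S159A mutant plus DMSO, zero as sample-well median.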
SIAE inh: human SIAE inhibitors, primary screen, biochemical, fluorescence polarization, FP-Rh probe, 1536-well HTS | Sialate O-acetylesterase (Homo sapiens), Q9HAT2 | SIAE FP-Rh probe binding | inhibition, % at 9.66 µM | hit rate 0.69% among 370,000 | AID 1053197, 2014;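 active means inhibition above a cutoff: mean of compounds within the control limits plus 3 SD of those, cut at about 17% in these data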;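 further: 0% = plate median of compound wells and 100% = probe without SIAE protein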
rCAG binder: binders of r(CAG) RNA repeats, primary screen, biochemical, fluorescence; r(CAG) RNA repeat, TO-PRO-1 dye displacement fluorescence; inhibition, % at 3 µM; hit rate 1.3% among 370,000;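 active means inhibition above the plate cutoff, the mean of all test compounds on that plate plus 3 SD, cut at about 35% in these data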;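 further: 0% = DMSO alone and 100% = 100 µM mitoxantrone as full dye displacement; higher means more dye released from RNA so lower well fluorescence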
TDP2 absorb: human TDP2 enzyme inhibitors, primary screen, biochemical, epi absorbance, recombinant enzyme; Tyrosyl-DNA phosphodiesterase 2 (Homo sapiens), O95551; T5PNP hydrolysis, p-nitrophenol absorbance 415 nm; inhibition, % at 12.8 µM; hit rate 0.34% among 370,000; AID 720702, 2013;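 active means inhibition above the mean of all tested compounds plus 3 SD, set per campaign, cut at about 25% in these data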;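 further: 0% = DMSO with enzyme and 100% = buffer with substrate but no TDP2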
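Read-out basis: percent inhibition. System: recombinant human TDP2. Buffer or medium: Mg2+-containing Tris-HCl buffer, pH 7.5. Repeats: single replicate. Timing: reaction 2 h, 37 °C. Benchmarks: high control without enzyme, low control DMSO plus TDP2. Probe or stimulus: 5 mM T5PNP. Doses: 12.8 µM only. Measured by: epi absorbance of p-nitrophenol freed from T5PNP by hydrolysis.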
HTRA1 inh: HTRA1 serine protease inhibitors, primary screen, biochemical, fluorescence polarization, HTS | recombinant HTRA1, FP-rhodamine activity-based probe | inhibition, % at 5.96 µM | hit rate 0.5% among 340,000; in the data active means inhibition above about 36%;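 further: 0% = enzyme with DMSO and 100% = wells lacking enzyme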
Target sequence (Q92743 whole entry, looked up): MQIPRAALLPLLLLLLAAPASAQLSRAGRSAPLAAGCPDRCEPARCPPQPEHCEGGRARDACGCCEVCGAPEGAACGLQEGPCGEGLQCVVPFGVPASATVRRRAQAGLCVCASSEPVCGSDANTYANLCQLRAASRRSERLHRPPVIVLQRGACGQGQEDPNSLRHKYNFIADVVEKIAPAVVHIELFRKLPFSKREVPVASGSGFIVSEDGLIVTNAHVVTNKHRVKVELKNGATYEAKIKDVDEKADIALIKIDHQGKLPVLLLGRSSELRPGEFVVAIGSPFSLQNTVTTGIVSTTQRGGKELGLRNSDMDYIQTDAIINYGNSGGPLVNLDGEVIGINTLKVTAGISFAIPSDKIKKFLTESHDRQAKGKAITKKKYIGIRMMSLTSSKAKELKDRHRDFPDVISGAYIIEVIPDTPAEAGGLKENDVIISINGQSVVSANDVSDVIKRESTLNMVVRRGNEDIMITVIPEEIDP
MBD2 inh: inhibitors of MBD2 binding to methylated DNA, primary screen, biochemical, TR-FRET, DNA-binding domain, human | AID 686964, 2013 | Methyl-CpG-binding domain protein 2 (Homo sapiens), Q9UBB5 | inhibition, % at 4.4 µM | hit rate 0.31% among 370,000 | MBD2 binding to methylated oligonucleotide; in the data active means inhibition above about 13%
Target sequence (Q9UBB5 whole entry, looked up, the tested form may be a part): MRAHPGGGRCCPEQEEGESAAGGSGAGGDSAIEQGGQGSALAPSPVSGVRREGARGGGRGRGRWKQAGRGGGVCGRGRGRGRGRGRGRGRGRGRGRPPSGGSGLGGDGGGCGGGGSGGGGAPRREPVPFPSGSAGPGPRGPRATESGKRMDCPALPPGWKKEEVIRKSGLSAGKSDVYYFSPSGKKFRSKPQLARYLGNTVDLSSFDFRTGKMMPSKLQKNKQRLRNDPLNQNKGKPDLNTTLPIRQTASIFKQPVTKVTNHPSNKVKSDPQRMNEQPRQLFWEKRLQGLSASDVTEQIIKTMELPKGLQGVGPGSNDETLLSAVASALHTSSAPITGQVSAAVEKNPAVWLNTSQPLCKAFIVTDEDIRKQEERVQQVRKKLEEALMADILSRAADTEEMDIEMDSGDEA
GC-B act: human GC-B receptor activators, primary screen, HEK293 GC-B cells, cGMP TR-FRET, EC30 CNP. Atrial natriuretic peptide receptor 2 (Homo sapiens), P20594. 0% at EC30 CNP, 100% saturating CNP. activation, % at 10 µM. hit rate 0.11% among 370,000;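 active means activation at 10 µM reaching about 35% in either raw or pattern-adjusted values, limit read from the data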
LEDGF integ inh: blockers of LEDGF/p75-dependent integrase strand transfer – biochemical, TR-FRET, high throughput, primary screen; HIV-1 integrase (with human LEDGF/p75); TR-FRET IN-LEDGF/p75 DNA integration, Eu/Cy5; inhibition, % at 3.7 µM; hit rate 0.64% among 370,000;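 active means inhibition above the screen-wide mean plus 3 SD, cut at about 13% in these data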;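 further: signal is the Cy5 over europium emission ratio at 671 and 618 nm; 0% = plate median of compound wells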
PRMT1 inh: PRMT1 methyltransferase inhibitors, primary screen, biochemical, fluorescence polarization; Protein arginine N-methyltransferase 1 (Homo sapiens), Q99873; recombinant PRMT1, activity-based probe fluorescence polarization; inhibition, % at 2.79 µM; hit rate 1.3% among 370,000; AID 652257, 2013;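 active means inhibition above about 21% made by adding two undisclosed values, limit read from the data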
Numbers without * were called inactive; . = no result given. An excerpt, so the mix of outcomes need not match the whole.

SMILES | TCR CD3 inh | ABHD4 inh | SIAE inh | rCAG binder | TDP2 absorb | HTRA1 inh | MBD2 inh | GC-B act | LEDGF integ inh | PRMT1 inh
COc1ccc(NC(=O)CSc2nnc(-c3ccccc3)n2Cc2ccco2)c(OC)c1 | 2.6 | -6.2 | 4.2 | -4.1 | -7.1 | -4.3 | -0.9 | -11.2 | 3.1 | 3.1
CC(OC(=O)c1ccc2c(c1)S(=O)(=O)c1ccccc1C2=O)C(N)=O (centres undefined) | -4.2 | 3.0 | -1.4 | 1.5 | -10.0 | -3.9 | -1.9 | -0.1 | 1.8 | -0.9
c1ccc2c(c1)CCN(CCCNc1nc3ccccc3n3cnnc13)C2 | 2.7 | 3.3 | 7.3 | 5.2 | 3.3 | 7.5 | 3.1 | -7.5 | -2.3 | 3.4
Cc1ccccc1NC(=O)Cc1nc(COC(=O)CSc2ccccc2)cs1 | 3.1 | 4.3 | -4.5 | 0.1 | 3.2 | -8.5 | -5.1 | 1.3 | 2.8 | 0.3
CCCNC(=O)/C(C#N)=C1\N=C(NC(=O)c2ccco2)c2ccccc21 | 8.5 | 8.9 | 0.6 | 0.5 | 16.4 | 3.5 | -5.8 | 0.5 | 2.3 | 0.5
Fc1ccc(-c2csc3ncnc(Nc4ccc(N5CCOCC5)cc4)c23)cc1 | 2.2 | -0.9 | 7.1 | 9.2 | 8.6 | 1.0 | 5.0 | 1.6 | 1.4 | -3.1
Cc1ccc(OCc2nnc(SCC(=O)Nc3ccc4c(c3)OCO4)n2C)cc1 | -0.6 | -0.2 | 1.9 | -2.9 | 0.1 | 4.7 | -3.4 | 1.7 | 2.4 | 3.7
CN1CCN(S(=O)(=O)c2ccc(N3CCN(c4ccc(O)cc4)CC3)c([N+](=O)[O-])c2)CC1 | -1.1 | 11.7 | 9.8 | 11.3 | -9.4 | 3.0 | 0.0 | -6.6 | -5.6 | 9.9
Cc1ccc(Oc2nc3ccccn3c(=O)c2/C=C(\C#N)C(=O)NC2CCS(=O)(=O)C2)cc1 (centres undefined) | -1.5 | 3.7 | 0.6 | -3.2 | -5.1 | 1.0 | 1.0 | 4.0 | 0.9 | 3.4
O=C(CCN1C(=O)CSc2ccccc21)Nc1ccc(C(F)(F)F)cc1 | -10.2 | 0.3 | -6.0 | -4.2 | 6.0 | -14.9 | -2.2 | -9.1 | -1.9 | -1.3
Cc1cccc(Oc2ncc(-c3ccc(Cl)cc3)cn2)c1 | -1.1 | 3.0 | -3.3 | 2.7 | -2.0 | 2.0 | -0.3 | -5.9 | 0.8 | -1.0
CCOc1ccc(C(=O)OCn2nnc3ccccc3c2=O)cc1OC | 2.6 | 2.9 | 7.3 | -3.0 | 6.7 | 2.6 | 2.5 | 5.6 | -3.4 | 3.1
C/C(=N\NC(=O)Cn1cc([N+](=O)[O-])cn1)c1ccc(O)cc1 | 12.5 | -5.6 | 4.9 | 0.9 | 2.5 | 2.9 | 0.4 | -1.6 | -1.0 | -2.0
COc1ccc(CCNC(=O)COC(=O)c2ccc(Br)o2)cc1OC | 6.9 | -1.5 | -1.1 | -4.2 | 2.8 | 3.3 | -1.2 | -3.9 | -2.8 | 0.6
Cc1cc(NC(=O)CS(=O)(=O)c2cn(C)c3ccccc23)no1 | -1.4 | -9.5 | -7.9 | 0.6 | -0.9 | -1.2 | 7.5 | -10.1 | 6.7 | 4.7
O=C(CSc1nc2c(sc3ccccc32)c(=O)n1CCCN1CCCC1)NCc1ccco1 | -0.9 | 3.2 | -6.4 | 1.9 | -4.8 | -3.8 | 2.4 | 5.5 | -2.1 | 27.0*
Cc1ccc(Cn2nnc3c(=O)n(CC(=O)N4CCCCC4)cnc32)cc1 | 9.3 | 1.4 | -1.9 | 0.3 | 4.2 | 1.0 | 0.7 | 3.2 | -0.5 | -0.3
C/C(CC(=O)Nc1ccc(N(C)C)cc1)=N\NC(=O)c1cnccn1 | -6.4 | 15.2 | 12.8 | 4.3 | 1.0 | 1.3 | -3.9 | -3.7 | -2.5 | 0.2
C=CCOn1c(=O)c(-c2ccc(OCC)cc2)[n+]([O-])c2ccccc21 | -3.3 | 7.5 | -4.2 | 5.1 | -7.3 | 3.4 | -5.0 | 2.2 | -6.3 | 5.7
CCNc1c([N+](=O)[O-])c(=O)oc2ccccc12 | -0.1 | 2.9 | 2.1 | -3.6 | 12.9 | 5.4 | -4.2 | -1.6 | 2.1 | 0.6
O=C(NC1(N2CCOCC2)CC1)c1ccc(Cl)cc1 | 7.0 | -1.5 | 2.4 | 0.6 | -1.8 | 6.6 | 1.0 | 0.9 | 1.1 | -1.3
Cc1cc(Nc2ccc(F)cc2F)n2ncnc2n1 | 2.8 | -1.7 | -1.6 | 0.8 | 4.8 | 2.1 | 2.1 | 5.2 | -1.4 | -2.6
CCN(CC)CCN1C(=O)C(=O)/C(=C(/O)c2ccc3c(c2)CC(C)O3)C1c1ccc(OC)cc1 (centres undefined) | -2.0 | 2.8 | 3.2 | 0.8 | 15.5 | 7.1 | 2.1 | -2.7 | -1.4 | -2.4
O=C(NCCc1nnc2ccc(NCc3ccc(Cl)cc3)nn12)c1ccccc1 | 5.7 | -4.0 | -6.0 | 2.2 | -9.7 | 1.5 | 6.2 | -5.5 | -0.9 | 2.4
NS(=O)(=O)c1ccc(S(=O)(=O)N(CCc2ccccc2)Cc2ccccn2)cc1 | -7.7 | 5.6 | -7.0 | -0.5 | 11.1 | -4.6 | -0.8 | 0.7 | -0.6 | -1.5

Following part.
SMILES | TCR CD3 inh | ABHD4 inh | SIAE inh | rCAG binder | TDP2 absorb | HTRA1 inh | MBD2 inh | GC-B act | LEDGF integ inh | PRMT1 inh
Cc1cccc(NC(=O)CC2SC(=O)N(c3ccccc3)C2=O)c1 (centres undefined) | -11.2 | -2.5 | 9.8 | 28.6 | -1.9 | -8.3 | -2.8 | -0.9 | -10.8 | 9.1
Cn1ccnc1C(=O)c1ccc(Cl)c(S(=O)(=O)N2CCOCC2)c1 | -6.7 | 1.0 | -0.7 | 0.5 | -16.5 | -1.7 | -1.0 | 2.2 | -4.4 | 9.0
Nc1[nH]c(C(=O)c2ccccc2)c(-c2ccccc2C(F)(F)F)c1C(=O)NCCc1c[nH]c2ccccc12 | -1.2 | -0.1 | 5.5 | 9.2 | -11.4 | . | -4.9 | 3.3 | 3.3 | -4.3
Cc1ccc(C(=O)NCCN2CCOCC2)cc1 | -8.2 | 2.9 | -2.4 | -3.0 | -0.6 | -4.5 | 8.1 | -1.6 | -0.8 | -1.8
O=C(NC(=S)Nc1ccccc1N1CCCC1)c1ccc([N+](=O)[O-])cc1 | 0.5 | -2.0 | -0.7 | 6.2 | -6.5 | 2.0 | 6.3 | 0.8 | -1.2 | 1.5
CC1(C)CC(=O)c2cc(C(=O)NC3CCSC3=O)c(=O)n(-c3ccccc3)c2C1 (centres undefined) | -3.6 | 3.1 | -4.1 | -5.7 | -1.4 | 4.5 | 5.5 | -6.1 | -3.9 | 6.6
COc1ccc(N2CCN(c3oc(-c4ccco4)nc3C#N)CC2)cc1 | -2.5 | 0.2 | -1.8 | -2.6 | -2.8 | 0.4 | 3.2 | -0.5 | 0.1 | -1.2
Cc1cc(C)c(NC(=O)CNC(=O)CSc2nnc(N)s2)c(C)c1 | -4.8 | -2.6 | -3.3 | -3.1 | -11.6 | 5.2 | 0.7 | 4.5 | -3.5 | 3.2
COC(=O)c1cc(C(=O)c2ccc(C(C)(C)C)cc2)c[nH]1 | -1.7 | -10.3 | -2.7 | -4.6 | 3.1 | -16.1 | -0.3 | -1.4 | -6.9 | 3.9
CCOc1ccc(OCCCC(=O)N(C)CC(=O)Nc2ccccc2Br)cc1 | 3.2 | 1.6 | 0.0 | -1.4 | -12.0 | -1.8 | 1.4 | 3.9 | -4.5 | -1.8
CCOCC(=O)N1CCc2ccccc21 | -8.9 | -2.9 | 2.1 | 0.3 | 4.1 | 7.2 | 5.9 | 5.9 | -2.2 | 0.4
COc1ccc(NS(=O)(=O)c2ccc(C)c(C(=O)O)c2)cc1 | 4.2 | 6.1 | -2.1 | 3.6 | 2.4 | -0.8 | -2.6 | 4.2 | -0.4 | -0.4
CCn1c(Cc2ccccc2)nnc1SCC(=O)Nc1ccccc1F | 2.1 | -2.8 | -4.5 | -4.1 | -7.6 | 3.2 | -2.2 | -3.7 | 0.1 | -0.3
Cc1cccc2sc(NC(=O)C3CCN(C(=O)c4ccco4)CC3)nc12 | 0.0 | 2.5 | -2.2 | -1.2 | -1.3 | -5.5 | 0.6 | -4.8 | 2.9 | 0.1
CN1CCN(NC(=O)c2cc(-c3ccccn3)nc3ccccc23)CC1 | -6.5 | -1.8 | -1.9 | -1.1 | 7.1 | 14.0 | -0.2 | -2.2 | 2.6 | -1.0
COc1ccc(C(=O)C2CCCN(C(=O)c3cccc(Cn4cccn4)c3)C2)cc1F (centres undefined) | 2.3 | -3.9 | 1.9 | -7.6 | 1.7 | -3.7 | 2.9 | -1.9 | -6.4 | 4.7
CC(=O)c1ccc(S(=O)(=O)N2CCN(C(C)=O)CC2)cc1 | -8.8 | 5.5 | -3.5 | 1.1 | -5.5 | 0.9 | 3.1 | 6.6 | -4.6 | -0.8
CCOc1ccc2nc(NC(=O)CN3CCC(n4nnc5cc(C(F)(F)F)ccc54)CC3)sc2c1 | -7.4 | 1.5 | 5.1 | 7.4 | -9.0 | -4.8 | 1.2 | 0.1 | 3.1 | 1.6
CCOC(=O)C1=C(C)OC(N)=C(C(=O)OCC)C1c1ccncc1 (centres undefined) | 0.5 | -14.7 | -1.7 | 1.9 | 2.2 | -0.2 | 10.2 | -9.2 | -0.7 | 2.9
COc1ccccc1OCc1nnc(SCC(=O)N2CCCC2)o1 | -5.3 | -10.1 | -8.2 | 0.0 | -16.4 | 3.5 | -8.3 | 3.1 | 4.6 | -6.2
Cn1cc(C(=O)Nc2ccc(C#N)cc2)c2ccccc2c1=O | -1.5 | 1.8 | 0.7 | 0.1 | -7.7 | -2.4 | 2.5 | -2.1 | -5.2 | 0.6
Cc1ccc(S(=O)(=O)Nc2cccc3c2O[C@H](CN(C)Cc2ccc(-c4ccccc4)cc2)[C@@H](C)CN([C@H](C)CO)C3=O)cc1 | 3.8 | -19.9 | -3.8 | 12.9 | 2.4 | -48.8 | 2.6 | 0.8 | 1.6 | -0.1
